# Screening data: PubChem BioAssay, several laboratories
# A340 absorber – compound absorbs light at 340 nm; compound absorbance at 340 nm, fold over control; fold change at 10 µM; 65,000 tested, under 10 active; AID 708;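 active = at 10 µM dose, initial 340 nm absorbance at least 2 fold that of control wells; inactive = change under 2 fold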;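 also: initial absorbance extrapolated from kinetic A340 decline of NADH oxidation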
# FXIIa mix inh – blocks human factor XIIa in pooled compound mixtures | AID 684 | purified FXIIa, fluorogenic substrate | hit rate 0.2% among 62,000 | inhibition, % at 5 µM | P00748;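 also: 0% = enzyme without compound and 100% = no enzyme blank; some results filed as inactive read as strong as hits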
# CatG inh – cathepsin G (human) inhibition; inhibition, % at 5 µM (by protocol); P08311; purified enzyme, AMC-tetrapeptide fluorescence, pooled mixtures; hit rate 0.2% among 62,000;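 active = inhibition above 20% in each of the two mixture wells holding the compound; inactive = inhibition of 20% or less in either well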;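 also: 0% = enzyme control without mixture and 100% = blank lacking enzyme; strong numbers were not always called active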
# Target sequence (P08311 21-244 limits assumed): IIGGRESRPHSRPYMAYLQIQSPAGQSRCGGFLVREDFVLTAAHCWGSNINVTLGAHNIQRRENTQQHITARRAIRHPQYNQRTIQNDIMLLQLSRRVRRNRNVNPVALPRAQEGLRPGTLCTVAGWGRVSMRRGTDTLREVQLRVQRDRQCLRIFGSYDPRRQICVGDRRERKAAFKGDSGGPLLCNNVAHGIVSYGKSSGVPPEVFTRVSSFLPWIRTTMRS
# CatL block – blocks human cathepsin L protease activity; P07711; purified cathepsin L, fluorogenic substrate, fluorescence; inhibition, %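 (tested at 10 µM)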; hit rate 0.17% among 58,000; AID 460; in the data active = inhibition above about 45%;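 also: 0% = enzyme with no compound and 100% = no enzyme blank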
# CatB inh – inhibitors of human cathepsin B. P07858. purified cathepsin B, fluorogenic substrate, fluorescence. inhibition, %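 (tested at 10 µM)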. hit rate 0.1% among 63,000. AID 453; in the data active = inhibition above about 21%;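 also: 0% = enzyme with no compound and 100% = no enzyme blank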
# C1s block – blocks human complement C1s protease activity. P09871. purified C1s, fluorogenic AMC substrate, pooled mixtures. mean inhibition % of two 10-compound mixtures (active compounds read high), % at 5 µM (by protocol). hit rate 0.16% among 62,000. AID 538;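 active = inhibition above 20% in each of the two 10-compound mixture wells holding the compound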;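 also: 0% = enzyme wells lacking compound mixture and 100% = no-enzyme blank wells; some compounds called inactive have numbers as strong as hits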
# CatB mix inh – human cathepsin B inhibition by mixtures. Purified cathepsin B, AMC dipeptide fluorescence, compound mixtures. inhibition, %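 (ten-compound pools at 5 µM per compound and 50 µM total)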. hit rate 0.06% among 62,000. AID 488; in the data active = inhibition above about 22%, passing the limit was not always enough;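 also: 0% = enzyme without compound and 100% = no enzyme blank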
# CatS inh – blocks human cathepsin S protease activity. P25774. recombinant cathepsin S, AMC dipeptide fluorescence, pooled mixtures. inhibition, %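 (tested at 5 µM per compound within 10-compound mixtures)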. hit rate 0.06% among 62,000; in the data active = inhibition above about 32%, passing the limit was not always enough;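 also: 0% = enzyme without compound and 100% = blank without enzyme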
# Target sequence (P25774 115-331 limits assumed): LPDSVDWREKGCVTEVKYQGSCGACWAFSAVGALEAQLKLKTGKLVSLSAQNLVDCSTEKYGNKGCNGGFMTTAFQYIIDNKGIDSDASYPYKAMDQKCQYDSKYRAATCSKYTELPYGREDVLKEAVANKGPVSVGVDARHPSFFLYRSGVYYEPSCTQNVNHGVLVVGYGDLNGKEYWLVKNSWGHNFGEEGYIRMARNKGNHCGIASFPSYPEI
# FXIa inh mix – factor XIa (human) inhibition, mixture screen. P03951. purified FXIa, fluorogenic substrate, pooled mixtures. inhibition, % at 5 µM. hit rate 0.19% among 62,000. AID 680;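 also: each value is inhibition by a whole ten-compound pool holding the compound; 0% = enzyme with no mixture and 100% = wells lacking enzyme; strong numbers were not always called active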
# Target sequence (P03951 19-387 limits assumed): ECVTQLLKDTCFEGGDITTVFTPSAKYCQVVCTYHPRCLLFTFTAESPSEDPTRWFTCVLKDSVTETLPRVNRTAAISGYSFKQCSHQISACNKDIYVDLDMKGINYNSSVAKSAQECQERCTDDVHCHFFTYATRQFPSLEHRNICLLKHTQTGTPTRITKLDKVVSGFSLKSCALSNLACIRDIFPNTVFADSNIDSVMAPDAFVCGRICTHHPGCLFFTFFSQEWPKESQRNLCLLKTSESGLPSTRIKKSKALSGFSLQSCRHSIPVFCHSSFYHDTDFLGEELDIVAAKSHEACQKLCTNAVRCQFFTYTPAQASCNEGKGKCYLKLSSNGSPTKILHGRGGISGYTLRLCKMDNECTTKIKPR
# Target sequence (P03951 388-625 limits assumed): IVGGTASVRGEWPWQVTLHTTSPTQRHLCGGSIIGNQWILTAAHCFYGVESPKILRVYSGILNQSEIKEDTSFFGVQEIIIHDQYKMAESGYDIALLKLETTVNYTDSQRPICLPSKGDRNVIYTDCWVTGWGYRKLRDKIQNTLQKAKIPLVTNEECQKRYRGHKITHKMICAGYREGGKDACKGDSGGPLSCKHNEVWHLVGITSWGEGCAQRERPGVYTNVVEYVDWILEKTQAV
# * = called active by the depositor; · = no result given. Rule as the data show it, unless noted: active = inhibition above about 20% (passing the limit was not always enough); inactive = the rest. A portion of the library (hit frequency here may not be typical).
SMILES,A340 absorber,FXIIa mix inh,CatG inh,CatL block,CatB inh,C1s block,CatB mix inh,CatS inh,FXIa inh mix
COc1cc(-c2nnc3sc(-c4ccncc4)nn23)cc(OC)c1OC,1.03,4.7,-1.5,7.8,-2.6,5.3,0.0,5.5,3.5
COc1cc2nc(C3CCC3)n(NC(=O)C(OC(C)=O)c3ccccc3)c(=O)c2cc1OC (stereo not given),1,2.2,-2.0,7.3,0.7,-11.7,0.7,23.5,14.2
Cc1cc(C)n2nc3nc4c(cc3c2n1)CCCC4,1.12,4.1,3.7,-33.6,3.7,-19.7,-2.8,1.0,-0.6
CC(C)(C)c1cn(-c2ccccc2)c(=S)[nH]1,1,1.5,9.4,5.0,0.3,11.8,4.1,-0.4,-2.5
OC(c1cccc(OCc2ccccc2)c1)c1nnc(-c2ccccc2)o1 (stereo not given),1,8.2,1.1,-2.4,-6.3,9.8,1.7,-11.6,1.4
Cc1nc(NC2=NCN(CC3CCCO3)CN2)nc2ccccc12 (stereo not given),1,-20.9,1.8,4.3,2.0,-10.2,-1.2,-5.6,-2.3
CCC(=O)N(Cc1cc2cc(OC)ccc2[nH]c1=O)c1cc(C)ccc1C,1.02,4.0,1.8,4.6,6.2,-67.6,0.7,0.2,5.2
Cc1ccc(C(=O)O)cc1S(=O)(=O)N1CCC(C(=O)O)CC1,1.06,5.5,-0.3,-0.7,-0.3,0.5,1.0,2.5,5.4
CC1CCc2nc(N)c(C#N)c(-c3cccn3C)c2C1 (stereo not given),1.08,1.5,-1.2,-5.6,-7.2,-23.6,1.3,-8.8,1.4
CC(C)N(Cc1nc(-c2ccccc2)no1)C(=O)COc1ccccc1,1.06,2.2,-1.6,-2.3,-0.3,2.7,-1.4,7.4,6.4
Cc1ccnc(NC(=O)CN(C)S(=O)(=O)c2cccc3nsnc23)c1,1.03,7.8,10.6,-4.9,0.9,11.8,2.8,-5.8,1.6
CCOC(=O)c1cc2c(ccn2C)n1CC(=O)N1CCC(Cc2ccccc2)CC1,1.08,10.9,2.7,-7.0,-1.1,6.4,7.2,7.7,8.6
CCC1S/C(=C(\C#N)C(=O)NCc2ccco2)N(c2ccc(F)cc2)C1=O (stereo not given),1.06,-18.0,7.3,-2.1,1.3,3.4,0.1,0.8,-2.9
Cc1ccc(-n2ncc3c(=O)[nH]c(SCC(=O)N4CCN(c5ccccc5)CC4)nc32)cc1,0.98,4.8,12.0,-2.5,0.8,-6.9,4.8,1.9,3.3
CCCC(=O)Nc1nnc(Cc2ccccc2)s1,1.01,1.1,9.8,-4.0,-0.7,6.3,3.7,1.6,3.5
Cc1cccn2cc(CNC(=O)c3ccco3)nc12,1.02,1.0,6.4,9.8,4.4,-55.4,-4.5,2.8,41.5
CSc1nc(N2CCOCC2)c2ccccc2n1,1.02,1.0,-3.2,1.0,1.1,-1.8,4.9,-0.3,1.8
COc1ccc(CN2CCCCCC2)c(C)c1C,1.03,-0.8,-6.1,4.9,·,-5.0,3.5,-1.5,3.1
CC(C)(C)NC(=O)Cn1c(SCC(=O)N2CCCCCC2)nc2ccccc21,1,4.3,-5.2,4.2,3.5,-2.2,1.2,-0.5,4.1
CCC1(C)CC(=O)N(c2ccc(C(=O)O)c(O)c2)C1=O (stereo not given),1,0.7,9.3,-18.4,0.3,17.4,4.8,-2.6,7.7

# An excerpt from above in order of the FXIa inh mix value, highest first:
SMILES,A340 absorber,FXIIa mix inh,CatG inh,CatL block,CatB inh,C1s block,CatB mix inh,CatS inh,FXIa inh mix
Cc1cccn2cc(CNC(=O)c3ccco3)nc12,1.02,1.0,6.4,9.8,4.4,-55.4,-4.5,2.8,41.5
CCC1(C)CC(=O)N(c2ccc(C(=O)O)c(O)c2)C1=O (stereo not given),1,0.7,9.3,-18.4,0.3,17.4,4.8,-2.6,7.7
Cc1ccc(C(=O)O)cc1S(=O)(=O)N1CCC(C(=O)O)CC1,1.06,5.5,-0.3,-0.7,-0.3,0.5,1.0,2.5,5.4
COc1cc(-c2nnc3sc(-c4ccncc4)nn23)cc(OC)c1OC,1.03,4.7,-1.5,7.8,-2.6,5.3,0.0,5.5,3.5
COc1ccc(CN2CCCCCC2)c(C)c1C,1.03,-0.8,-6.1,4.9,·,-5.0,3.5,-1.5,3.1
Cc1ccnc(NC(=O)CN(C)S(=O)(=O)c2cccc3nsnc23)c1,1.03,7.8,10.6,-4.9,0.9,11.8,2.8,-5.8,1.6

# Further entries
SMILES,A340 absorber,FXIIa mix inh,CatG inh,CatL block,CatB inh,C1s block,CatB mix inh,CatS inh,FXIa inh mix
COc1ccc(C(=O)Nc2ccc(S(=O)(=O)NCc3ccco3)cc2)cc1OC,1.01,9.6,-0.9,-2.9,-0.7,-17.6,0.6,10.6,-1.4
CCOC(=O)c1c(C)[nH]c(C)c1C(=O)CN1C(=O)NC(CC(C)C)C1=O (stereo not given),1.02,3.5,14.6,9.2,-1.2,13.0,5.0,1.6,4.4
Cn1nnnc1SCC(=O)Nc1ccc(N2CCOCC2)cc1,1.04,1.4,8.2,-7.9,4.8,1.2,2.2,-8.8,-1.4
CCc1c(C(=O)Nc2ccncc2)csc1C,1,2.3,-5.9,7.4,1.4,-19.3,-6.7,-1.8,-1.2
N#CC1=C(N)OC2=C(CCC/C2=C/c2ccoc2)C1c1ccoc1 (stereo not given),1,3.9,3.0,5.2,-2.6,0.5,5.0,15.6,9.1
Cc1cc(C(=O)Nc2sc(C)c(-c3ccc(F)cc3)c2C(N)=O)no1,1.01,4.6,2.8,-5.7,0.4,-22.2,1.2,-4.6,-3.1
CC(C)(C)Cc1nnc(NS(=O)(=O)c2ccc(F)cc2)s1,1.02,-0.5,1.7,19.7,3.7,-21.8,-3.3,1.1,-2.7
O=C(COn1nnc2ccc(C(F)(F)F)cc21)Nc1nnc(-c2ccccc2)o1,1.01,-1.0,0.0,-0.1,1.9,-1.8,5.0,2.2,4.6
COc1ccccc1C(=O)N(CN1CCCC1=O)c1cccc(Cl)c1,0.99,-20.2,2.5,-0.3,-3.7,7.6,6.8,-7.1,5.9
Cc1c(C(=O)OC(C)C)[nH]c2c1C(=O)CC(C)(C)C2,1.05,3.8,11.9,·,0.9,13.4,1.8,7.3,7.5
Cc1cccc2cc(C#N)c(SCC(=O)N3CCC(C)CC3)nc12,1,9.5,7.0,6.1,2.5,11.0,1.1,-4.5,7.6
CC(C)CSc1nc2c(c(=O)[nH]c(=O)n2C)n1CC(O)COc1cccc2ccccc12 (stereo not given),1.02,7.5,6.7,5.5,-0.7,-6.2,-4.4,-8.9,-4.0
O=C(c1cnc2ccccn2c1=O)N1CCc2ccccc21,1.13,0.5,-0.9,10.5,8.5,-24.6,-1.5,-4.0,-25.7
CCOc1cccc(OCCOCCN2CCCC2)c1,1.02,14.0,13.3,-5.1,6.8,12.8,45.9,45.3,11.0
COc1ccc(N(CC(=O)N2CCCCC2)S(=O)(=O)c2ccccc2)c(OC)c1,1.04,-1.1,15.1,-3.7,3.3,18.4,5.2,-12.2,4.1
Cc1cccc(N2CCN(C(=O)C3CCCN(S(=O)(=O)c4c(C)noc4C)C3)CC2)c1C (stereo not given),0.98,3.3,6.3,1.1,0.1,-12.2,4.1,-4.0,1.5
COc1ccc(CCNC(=O)CN(C2CCCCC2)S(C)(=O)=O)cc1,1.05,-1.1,12.7,14.5,6.2,13.5,4.3,-2.4,6.7
C(=N\n1cnnc1)/c1ccc2c(c1)OCO2,1.14,5.8,6.7,10.5,·,-15.9,-4.1,-4.7,1.0
Cc1cc(C)n(C(=O)CCC2COc3ccccc3O2)n1 (stereo not given),1.04,6.8,9.0,16.8,4.4,12.9,3.6,-3.2,10.0
Cc1nc(C)c(C(=O)Nc2ccc(Oc3ccccc3)cc2)o1,0.98,-0.9,2.2,9.6,0.9,13.7,3.5,0.3,8.0
Cn1c(C(=O)N2CCCc3ccccc32)cc2sccc21,1.06,6.1,10.5,9.6,-2.4,5.3,4.6,20.9,7.1
O=C(Nc1ccccc1N1CCN(C(=O)c2ccc(Cl)cc2)CC1)c1cccnc1,1,9.0,-4.2,16.9,1.8,0.2,0.6,1.5,5.3
CC(C)(C)OC(=O)NCCc1nnc(SCC(N)=O)o1,1.05,12.2,-26.0,18.0,2.8,-35.8,-16.6,-21.6,-33.2
COC(=O)C1CCCN1C(=O)c1cccs1 (stereo not given),1.06,7.7,10.1,9.5,5.9,-4.5,0.9,-5.6,1.3
O=C(NCc1ccccc1)NC1(C(=O)N2CCCC2)CCCCC1,1.05,4.2,-3.7,11.1,-3.8,2.1,-2.7,3.4,6.2
CCCCCCNC(=O)Cc1nc2nc(C)cc(C)n2n1,1.01,1.0,3.7,·,2.8,9.4,0.9,4.9,8.5
CC(=O)N1CCN(c2ccc(Nc3nc(C)nc4c3oc3ccccc34)cc2)CC1,1.12,1.0,2.4,·,-5.0,1.7,-3.1,11.6,2.4
Nc1nnc(CCc2ccccc2)s1,1.03,4.3,-5.0,4.8,-3.3,-62.7,0.4,8.9,-10.0
COc1ccc(NC(=O)c2c(F)c(F)c(F)c(F)c2F)cc1Cl,1.02,11.2,11.2,3.5,2.4,12.7,5.2,4.0,5.5
COCC(=O)N(Cc1cc2cc(OC)ccc2[nH]c1=O)c1ccccc1OC,1.03,4.3,8.0,-1.8,1.4,5.9,5.6,12.8,1.0
CCOc1ccc(-c2n[nH]c(C)c2Oc2ccc(OC)cc2)c(O)c1,1.01,3.1,-11.0,26.2,2.6,-21.8,-3.3,-3.9,-7.5
Cc1cc(C)n(-c2nc3nonc3nc2-n2nc(C)cc2C)n1,1.01,15.2,5.6,-1.3,0.8,-4.8,-7.1,-4.0,-2.4
Cc1cc(Nc2ccccc2F)n2ncnc2n1,1,-11.7,7.4,8.7,4.8,4.8,8.0,9.0,1.2
Cc1nc(C)c(C(=O)NCc2ccc(Cl)cc2)o1,0.99,-9.3,-1.2,18.1,-0.5,-98.5,-5.9,-2.5,6.2
O=C(C1COc2ccccc2O1)N1CCN(Cc2ccc3c(c2)OCO3)CC1 (stereo not given),1.01,-7.8,0.5,·,-6.3,-15.8,2.5,8.6,0.4
CCCCc1c(C(=O)O)cc(OC)cc1C(=O)O,1.02,-1.3,9.0,13.3,0.0,12.1,-4.2,-3.0,-0.4
CCOCCCNC(=O)NC12CC3CC(CC(C3)C1)C2,1.01,5.3,-0.2,-9.6,-2.3,-0.1,3.4,-2.9,4.8
CCOC(=O)c1sc(NC(=O)CN2CCCC2)c(C(=O)OCC)c1C,1.06,4.1,-1.9,1.0,3.9,-13.6,-1.3,2.7,-2.0
COc1ccccc1N1CCN(C(=O)c2cc(-c3ccc(Cl)cc3)on2)CC1,1.01,4.2,6.6,12.0,1.1,2.0,2.9,-8.6,-1.2
Cc1ccc(S(=O)(=O)N(c2ccccc2)C2CCS(=O)(=O)C2)cc1 (stereo not given),1.01,5.5,-12.2,15.3,2.5,-41.5,-1.1,-3.2,1.7
O=C(NCCC1=CCCCC1)C1CCN(S(=O)(=O)c2cccc3nsnc23)CC1,1,-5.1,1.8,-4.1,1.1,-18.5,8.3,3.3,-0.7
CCOc1cc(N2CCOCC2)c(OCC)cc1NC(=O)COC(=O)CCc1c[nH]c2ccccc12,0.97,-2.1,-2.6,2.3,2.5,6.3,3.9,3.1,-1.3
N#CC1C(=O)NC(N2CCN(c3ccccc3)CC2)=NC12CCCCC2 (stereo not given),1.04,2.2,3.0,28.0,-0.1,3.9,-1.7,3.7,-4.5
CCC(=O)c1ccccc1OCCCn1cncn1,1.05,-0.6,9.4,·,9.0,8.0,3.7,-1.9,6.2
c1ccc(-n2cccc2CNC2CCCCC2)cc1,1.01,15.1,9.7,·,·,-7.8,-6.7,7.3,-4.1
CC(=O)Nc1cccc(NC(=O)c2cc3ccccc3o2)c1,1.02,-14.8,-5.8,15.3,7.7,-19.0,0.5,9.4,0.0
